# Compound activity as filed in PubChem BioAssay.
# ABCB6 inh 2: blocks the human ABCB6 transporter; fluorescence ratio to DMSO, % at 10 µM; AID 602162; Q9NP58; hit rate 0.19% among 360,000; K562-ABCB6 porphyrin accumulation, flow cytometry, 1 h; active compounds read low;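 active = fluorescence ratio to DMSO below 75%, the collection mean minus 3 SD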;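 note: signal is porphyrin accumulated inside mitochondria; 100% equals median channel fluorescence of DMSO control wells; lower ratio means ABCB6 inhibition with less porphyrin fluorescence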
# m5-HT2A agonist: activates the mouse 5-HT2A serotonin receptor | CHO-K1 mHTR2A beta-arrestin complementation, luminescence; percent of 30 µM serotonin response | activation, % at 7.6 µM | hit rate 0.66% among 360,000 | AID 624169;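 active = activation above a run cutoff, the mean activation of all tested compounds plus 3 SD, cut at about 14% in these data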;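 note: 0% = plate median of compound wells and 100% = 30 µM serotonin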
# Target sequence (P35363 whole entry, looked up): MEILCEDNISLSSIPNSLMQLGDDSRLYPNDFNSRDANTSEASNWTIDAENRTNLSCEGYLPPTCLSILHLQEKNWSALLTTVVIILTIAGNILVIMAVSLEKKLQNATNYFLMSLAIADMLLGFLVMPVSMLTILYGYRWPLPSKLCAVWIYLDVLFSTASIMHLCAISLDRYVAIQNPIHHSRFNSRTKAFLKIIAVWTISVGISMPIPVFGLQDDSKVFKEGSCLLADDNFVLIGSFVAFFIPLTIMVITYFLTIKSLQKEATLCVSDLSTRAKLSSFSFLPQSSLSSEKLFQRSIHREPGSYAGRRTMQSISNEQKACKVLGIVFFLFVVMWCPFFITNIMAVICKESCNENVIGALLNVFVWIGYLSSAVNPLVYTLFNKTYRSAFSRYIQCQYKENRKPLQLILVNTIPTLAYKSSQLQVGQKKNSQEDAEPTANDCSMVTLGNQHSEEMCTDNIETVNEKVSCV
# TLR9-MyD88 inh: inhibitors of human TLR9-MyD88 binding; Q9NR96+Q99836; CHO BLA complementation TLR9-MyD88, CCF4 FRET ratio; inhibition, % at 4.98 µM; hit rate 0.21% among 340,000; AID 504734;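 active = inhibition above the mean over all tested compounds plus 3 SD, cut at about 21% in these data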;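 note: 0% = DMSO only wells and 100% = clavulanate BLA inhibitor control wells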
# N-glyco inh: N-linked glycosylation inhibition; D54 ERlucT glycosylation luciferase reporter, 24 h; percent of 100 nM tunicamycin response; reporter increase, % at 12.5 µM; hit rate 0.23% among 360,000;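 active = mean luciferase reporter signal, scaled so untreated is 0 and the glycosylation-blocking control 100, at or above a set limit in every replicate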;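 note: luciferase carries N-glycosylation sites so blocking glycosylation raises the light; 0% = median of neutral control wells and 100% = median of 100 nM tunicamycin wells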
# ABHD5 PLIN5 PPI: inhibitors of human ABHD5-perilipin-5 interaction. Q00G26+Q8WTS1. Split G. princeps luciferase complementation, luminescence, 4 h. inhibition, % at 4 µM. hit rate 0.78% among 360,000;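 active = inhibition above the mean inhibition across every tested compound plus 3 SD, cut at about 22% in these data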;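 note: 0% = DMSO only wells and the 100% control is not disclosed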
# H9c2 protect: myocardial damage modulation in H9c2 cells | H9c2 cardiomyocytes, H2O2 injury protection, ATPLite, 2 h | protection from H2O2 cell death, % at 20 µM | hit rate 0.63% among 360,000 | AID 588492;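 active = compounds giving at least 50% protection of heart cells from peroxide-induced death in the single-dose screen, raw or plate-pattern-corrected value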;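 note: 0% = DMSO wells with peroxide and 100% = DMSO wells without peroxide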
# MC4R antagonist: human MC4R antagonism in cAMP assay. AID 540295. hit rate 0.48% among 360,000. MC4R-expressing cells, MTII-stimulated cAMP, LANCE TR-FRET. P32245. inhibition, % at 6.5 µM;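 active = inhibition above its plate's cutoff, the mean of tested wells on that plate plus 3 SD, cut at about 29% in these data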;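 note: 0% = Melanotan II alone and 100% = Melanotan II plus saturating MCL0020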
# Target sequence (P32245 whole entry, looked up): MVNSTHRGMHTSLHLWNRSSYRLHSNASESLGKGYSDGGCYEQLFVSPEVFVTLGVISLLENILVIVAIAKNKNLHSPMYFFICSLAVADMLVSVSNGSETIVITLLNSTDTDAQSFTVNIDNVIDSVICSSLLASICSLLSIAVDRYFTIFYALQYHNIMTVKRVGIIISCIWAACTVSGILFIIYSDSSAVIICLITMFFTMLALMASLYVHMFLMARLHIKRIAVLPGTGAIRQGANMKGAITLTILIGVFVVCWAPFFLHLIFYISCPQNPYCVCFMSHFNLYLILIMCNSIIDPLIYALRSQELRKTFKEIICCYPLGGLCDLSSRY
#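 material = U2OS cells stably expressing human melanocortin 4 receptor (MC4R) | also added = Melanotan II challenge | dosing = single nominal compound dose of 6.5 µM | detection = TR-FRET with Eu-cAMP and labeled anti-cAMP, 671 nm | replication = singlicate | timing = compound 30 min, challenge 1 h, detection 1 h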
# NOD2 RIPK2 PPI: blocks binding of human NOD2 to RIPK2 | O43353 | CHO BLA complementation NOD2-RIPK2, CCF4 ratio | inhibition, % at 4.98 µM | hit rate 0.38% among 360,000 | AID 624267; in the data active = inhibition above about 21%;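 note: 0% = vehicle only and 100% = reference blocker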
# SRC2 inh: human SRC2 (NCOA2) inhibition. AID 651957. HEK293 GAL4-SRC2 luciferase reporter, luminescence. inhibition, % at 9 µM. hit rate 0.17% among 370,000. Q15596;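 active = inhibition above the mean inhibition of all tested compounds plus 3 SD, set per campaign, cut at about 52% in these data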;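 note: 0% = DMSO treated cells and 100% = cells given Gossypol at 36 µM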
# MC4R barr agon: agonists of human melanocortin 4 receptor (MC4R) beta-arrestin. activation, % at 8.9 µM. P32245. hit rate 0.98% among 360,000. U2OS MC4R beta-arrestin complementation, luminescence; percent of melanotan II response, DMSO zero. AID 540308;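 active = activation above a per-plate cutoff, the mean activation of sample wells on that plate plus 3 SD, cut at about 8% in these data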
# Numbers without * were called inactive; x = not tested or not shown.
SMILES,ABCB6 inh 2,m5-HT2A agonist,TLR9-MyD88 inh,N-glyco inh,ABHD5 PLIN5 PPI,H9c2 protect,MC4R antagonist,NOD2 RIPK2 PPI,SRC2 inh,MC4R barr agon
COc1ccc(CC(=O)NCc2nnc(SCC(=O)Nc3ncc(C)s3)n2C)cc1,103,1,1,1,2,-2,4,3,-17,-3.4
N#CCSCC(=O)Nc1ccc(F)cc1,100,1,2,3,7,-1,17,-11,6,-0.6
CC(CNC(=O)COC(=O)c1cccnc1Cl)c1ccccc1 (centres undefined),97,6,-5,2,5,-10,0,-12,-18,0.3
Nc1ccc(S(=O)(=O)Nc2ccc(Cl)nn2)cc1,100,6,8,0,0,6,-7,-12,-1,-1.2
COc1ccc(CCNC(=O)c2nnc(CS(=O)(=O)c3ccccc3)o2)cc1OC,100,5,1,2,24*,16,4,-16,-9,-0.4
CN(C(=O)COc1nnc(-c2cccs2)c(-c2cccs2)n1)c1ccccc1,99,3,0,0,-2,24,3,-3,-3,-0.4
CC(OC(=O)CCNS(=O)(=O)c1ccccc1)C(=O)Nc1ccc(S(=O)(=O)N2CCCCC2)cc1 (centres undefined),100,-8,-6,-4,-8,-22,2,-7,3,-1.2
Nc1nc(SCc2cccc(Br)c2)n[nH]1,98,-2,-11,-1,3,2,21,-10,-38,-0.3
COc1ccc(C)cc1NC(=O)CCC(=O)Nc1nnc(C(F)(F)F)s1,103,2,4,2,5,-1,8,-9,5,-0.5
COc1ccc(CNC(=O)CNC(=O)c2ccc(C(C)(C)C)cc2)cc1OC,100,0,11,0,0,-1,2,-12,-11,1.6
CCOC(=O)c1ccc(NC2c3ccccc3C(=O)N2c2ccc(C)cn2)cc1 (centres undefined),98,-3,-1,-6,-7,-2,0,-14,-13,0.5
COc1cccc(-c2nc3ccccc3c(=O)o2)c1,100,1,5,-1,-3,-4,17,-2,-56,-2.4
CCOc1cc(-n2cnnn2)c(OCC)cc1NC(=O)c1cnccn1,96,-3,-6,3,-5,4,10,-5,4,0.8
O=C(CCS(=O)(=O)Cc1ccccc1)NCC1CCCO1 (centres undefined),97,1,-5,0,-4,4,0,-6,0,-1.5
COC(=O)[C@@]1(Cc2ccc(F)cc2)[C@H]2c3cc(C(=O)N4CCCC4)n(Cc4ccccc4)c3C[C@H]2CN1C(=O)c1ccccc1,97,0,x,x,13,x,x,-3,-17,x

# Structural class: the entries above containing fluorine (3)
SMILES,ABCB6 inh 2,m5-HT2A agonist,TLR9-MyD88 inh,N-glyco inh,ABHD5 PLIN5 PPI,H9c2 protect,MC4R antagonist,NOD2 RIPK2 PPI,SRC2 inh,MC4R barr agon
N#CCSCC(=O)Nc1ccc(F)cc1,100,1,2,3,7,-1,17,-11,6,-0.6
COc1ccc(C)cc1NC(=O)CCC(=O)Nc1nnc(C(F)(F)F)s1,103,2,4,2,5,-1,8,-9,5,-0.5
COC(=O)[C@@]1(Cc2ccc(F)cc2)[C@H]2c3cc(C(=O)N4CCCC4)n(Cc4ccccc4)c3C[C@H]2CN1C(=O)c1ccccc1,97,0,x,x,13,x,x,-3,-17,x

# Further compounds follow:
SMILES,ABCB6 inh 2,m5-HT2A agonist,TLR9-MyD88 inh,N-glyco inh,ABHD5 PLIN5 PPI,H9c2 protect,MC4R antagonist,NOD2 RIPK2 PPI,SRC2 inh,MC4R barr agon
Cc1ccc(S(=O)(=O)/N=C(\c2ccccc2)N(C)S(=O)(=O)c2ccccc2)cc1,100,1,-2,-1,-3,0,5,-13,-16,0.2
CCOc1ccc(S(=O)(=O)N2CCOCC2)cc1NC(=O)CN1C(=O)NC(C)(C2CC2)C1=O (centres undefined),95,-2,3,-2,-6,0,11,-1,-22,-1.4
COC(=O)c1nnn(-c2ccc(Cl)c(Cl)c2)c1C(=O)OC,103,6,-1,-1,-1,-14,-5,-8,25,0.1
O=C(CNC(=O)c1ccc(Br)cc1)Nc1ccc2c(c1)CCC2,97,-1,2,1,5,-4,5,-7,1,1.8
Nc1cc(N)nc(SCCOc2ccccc2)n1,94,-8,-3,0,14,-1,-6,5,-34,-0.2
Cc1ccc(/C=C2\SC(=S)N(CCC(=O)Nc3ccc(O)cc3)C2=O)cc1,130,-1,-6,-2,1,-9,0,0,-28,-1.4
Cc1cc(C)n(C(=O)CCNC(=O)c2ccccc2Cl)n1,105,1,-9,2,-10,7,12,-16,8,-0.5
CC1(C(=O)NS(=O)(=O)c2ccc(C#N)cc2)CCN1C(=O)c1cccc2ccccc12 (centres undefined),96,-1,x,0,-6,13,9,2,13,-2.6
CCc1nn(CC(=O)NCc2ccccc2Cl)c(=O)c2cccn12,99,-7,-6,2,8,-4,9,-2,25,0.7
COc1cccc(C(C(=O)NC2CCCC2)N(Cc2ccco2)C(=O)c2ccco2)c1OC (centres undefined),94,9,-13,2,-6,6,4,8,19,2.2
COc1ccc(C(C)=O)cc1CSc1nncn1C,92,4,11,1,2,-2,-2,-8,-10,-2.6
O=C(Nc1ccccc1)C1CC=CCC1C(=O)OCC1CCCO1 (centres undefined),93,-5,-4,1,-6,-6,5,-10,0,0.6
CC(C)Cc1nnc(NC(=O)CCC(=O)NC2CCCCCCC2)s1,93,7,-5,-2,-7,2,-1,-5,4,0.3
Nc1ccccc1SC1CC(=O)N(c2ccc(Cl)c(Cl)c2)C1=O (centres undefined),90,-1,4,1,-4,-12,0,4,16,3.9
CCC1(c2ccccc2)NC(=O)N(CC(=O)Nc2ccc(S(=O)(=O)Nc3ncccn3)cc2)C1=O (centres undefined),98,6,1,0,-1,-5,-5,2,-22,-0.9
COc1ccc(NC(=O)Cn2nnc(C(=O)NCc3ccco3)c2N)c(OC)c1,98,12,9,0,7,3,11,-10,-29,0.0
CCOC(=O)C1CCN(C(=O)c2ccc(OCC(=O)Nc3ccc(OCC)cc3)c(OC)c2)CC1,94,-4,2,-2,-4,-3,4,-5,11,-1.4
CCOC(=O)C1CCN(C(=O)c2cc3c(-c4ccc(OC)c(OC)c4)nn(C)c3s2)CC1,89,2,13,-3,3,34,2,-11,x,-0.1
COC(=O)c1sc(NC(=O)c2c(F)cccc2F)c(C#N)c1C,92,0,1,1,3,-5,10,1,-21,-2.7
Clc1ccc(-c2c[n+](Cc3ccc(Br)cc3)c3n2CCCCC3)cc1,98,-1,-3,8,11,-8,9,-9,-36,-1.0
COc1ccccc1N(CC(=O)N(CC(C)C)CC(C)C)S(=O)(=O)c1cccs1,98,6,9,-1,-1,-3,-2,-5,-13,-4.5
CCCn1c(SCC(=O)NCCc2ccccc2)nnc1-c1cccnc1,93,2,9,1,-3,12,16,0,-23,-1.2
O=C(Cn1cnc2c(nc3n2CCCCC3)c1=O)Nc1cccc(C(F)(F)F)c1,105,2,-1,1,-7,-2,4,-4,16,-3.4
Cc1cccc(-c2cnn(-c3cccc([N+](=O)[O-])c3)c2N)c1,101,-5,-11,-3,-6,-7,17,3,-56,1.1
CN1c2ccccc2Sc2cc(N)ccc21,98,3,-3,-2,15,-2,-13,-5,-21,0.2
Nc1cc(=O)[nH]c(SCC(=O)Nc2ccccc2-c2ccccc2)n1,100,-4,2,1,0,-8,13,-7,0,-3.4
Nc1nc(SCC(=O)Nc2cc(Cl)c(Cl)cc2Cl)n[nH]1,95,1,-9,1,4,-12,-6,-6,-1,-2.3
NC(=O)c1oc2ccc(Cl)cc2c1N,90,2,2,0,6,8,8,-6,4,-0.2
COc1ccc(NS(=O)(=O)c2c(C)cc(C)cc2C)cn1,91,1,-2,-1,5,-2,-5,-3,19,-0.5
COc1cc(/C=C/c2ccc3cccc([N+](=O)[O-])c3n2)ccc1OCC(=O)O,93,1,5,1,-1,-12,-8,-7,-16,-1.0
CCOC(=O)C1(CC2CCCCO2)CCN(S(=O)(=O)c2c(C)nn(C)c2C)CC1 (centres undefined),93,3,-19,3,4,-4,6,6,10,-2.8
O=C(Cc1ccccc1)NC1CCN(S(=O)(=O)c2ccc(C(=O)O)cc2)CC1,93,2,3,1,3,-1,8,6,13,-1.2
N=C1c2ccccc2CN1NC(=O)c1cccc(S(=O)(=O)N2CCOCC2)c1,102,-4,-5,3,5,6,13,-4,0,-1.6
O=C(c1ccoc1)N1CCC2(CC1)Oc1ccc(Cl)cc1C(=O)C21CC(c2cccnc2)=NO1 (centres undefined),101,7,2,-7,12,5,16,-2,12,-1.3
COc1ccc(N=Nc2ccc(O)c(P(=O)(c3ccccc3)c3ccccc3)c2)cc1,91,-3,-1,0,-4,-12,12,3,13,-1.2
CCCN1C(=O)c2ccccc2NC1c1ccc(OC)c(CSc2ccccn2)c1 (centres undefined),98,3,9,0,4,1,3,-18,9,0.2
Cc1cc(OC(=O)C(c2ccccc2)c2ccccc2)c([N+](=O)[O-])c(=O)[nH]1,100,0,10,3,0,0,0,-11,-17,-1.6
CCc1ccc(NC(=O)Cn2ccn(-c3cccc(Cl)c3)c(=O)c2=O)cc1,103,2,11,1,-2,-5,3,-13,12,-1.0
Clc1ccc(OCCOCCN2CCc3ccccc3C2)c(Cl)c1,99,-5,-3,0,13,-3,12,-3,-7,3.6
COc1cc(/C=C/C(=O)O)ccc1OS(=O)(=O)c1ccc(C)cc1,98,0,7,0,-3,1,14,-5,1,-1.9
CNc1ccc([N+](=O)[O-])cc1,99,-3,1,3,4,-1,-1,-11,2,-1.4
Cc1cc(Br)ccc1-n1[nH]c(C)c(C=Nc2cccc3nsnc23)c1=O,126,1,7,4,-11,15,6,-4,-13,-2.0
CC1CCc2c(C(=O)Nc3nccs3)csc2C1 (centres undefined),98,-1,-2,-3,1,-3,7,4,-29,3.7
CCN(CC)CCn1c2c(c(SCC(=O)NCc3ccccc3)nc1=O)CCCC2,100,-1,1,1,-9,0,5,-7,-23,0.4
CCOC(=O)C1=C(C)NC(C)=C(C(=O)OCC)C1C(=O)O,98,0,6,3,0,-6,10,-2,-17,-0.3
COC(=O)c1ccc(CSc2nc3ccccc3c(=O)n2C)o1,93,7,3,-4,-4,-12,-7,0,7,0.3
CCN(CC)c1ccc(/C=N/NS(=O)(=O)c2ccc(C)c([N+](=O)[O-])c2)cc1,100,-3,1,0,1,-14,6,2,-3,1.1
CCN(CC)CCNC(=O)CNC(=O)c1nn(-c2ccc(OC)cc2OC)c(=O)c2ccccc12,99,1,-8,-2,1,0,4,0,-19,1.6
Cc1cccc(-n2cc(-c3ccccc3)[nH]c2=S)c1,95,-2,-4,2,-3,-11,7,7,-85,-0.7
COCCNC(=O)c1ccc2c(c1)ncn2-c1ccc(C)c(Cl)c1,96,8,0,3,2,-3,-7,6,-26,-2.8
CCOc1cc(/C=N/Nc2nc(Nc3ccccc3)nc(N3CCCCC3)n2)ccc1OCC(=O)O,95,1,-2,0,-1,-2,-1,-9,13,-2.3
O=C(O)c1cc2cc(Cl)cc(Cl)c2oc1=O,91,2,-7,2,5,0,-2,-19,-21,1.1

# The list is partial; count on the stated rates, not on these rows.
